CHRM4 PAM: CHRM4 positive allosteric modulation; AID 624126; CHO-K1 hM4/Gqi5, Fluo-8 calcium fluorescence, ACh EC20; 0% = ACh EC20, 100% = maximal ACh; P08173; activation, % at 3 µM; hit rate 0.4% among 360,000;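 active = activation above its plate's cutoff, the mean activation of sample wells plus 3 SD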; also: some results filed as inactive read as strong as hits
Target sequence (P08173 whole entry, looked up): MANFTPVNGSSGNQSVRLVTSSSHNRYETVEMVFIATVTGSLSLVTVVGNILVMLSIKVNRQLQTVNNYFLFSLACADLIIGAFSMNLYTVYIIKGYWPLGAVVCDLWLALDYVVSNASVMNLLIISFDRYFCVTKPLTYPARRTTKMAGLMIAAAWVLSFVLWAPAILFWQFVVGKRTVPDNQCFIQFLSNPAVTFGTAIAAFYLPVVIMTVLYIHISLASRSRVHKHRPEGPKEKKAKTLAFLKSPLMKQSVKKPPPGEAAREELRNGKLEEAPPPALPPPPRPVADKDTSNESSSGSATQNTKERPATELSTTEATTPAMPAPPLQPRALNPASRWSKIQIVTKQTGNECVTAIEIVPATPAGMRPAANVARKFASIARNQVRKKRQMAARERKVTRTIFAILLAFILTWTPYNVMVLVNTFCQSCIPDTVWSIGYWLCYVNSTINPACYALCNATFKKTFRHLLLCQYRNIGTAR
GalR3 antag: antagonists of human GalR3. O60755. HEK293 GalR3-CNG cAMP membrane potential fluorescence; galR3 body fused to GalR1 C-terminus. inhibition, % at 3 µM. hit rate 0.44% among 360,000;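 active = inhibition above the screen-wide average plus 3 SD, cut at about 13% in these data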;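 also: forskolin and galanin both at EC90 stimulate the cells; cAMP rise reported by CNG channel membrane potential dye signal; 0% = forskolin plus galanin with DMSO and 100% = forskolin alone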
Target sequence (O60755 1-299 limits assumed): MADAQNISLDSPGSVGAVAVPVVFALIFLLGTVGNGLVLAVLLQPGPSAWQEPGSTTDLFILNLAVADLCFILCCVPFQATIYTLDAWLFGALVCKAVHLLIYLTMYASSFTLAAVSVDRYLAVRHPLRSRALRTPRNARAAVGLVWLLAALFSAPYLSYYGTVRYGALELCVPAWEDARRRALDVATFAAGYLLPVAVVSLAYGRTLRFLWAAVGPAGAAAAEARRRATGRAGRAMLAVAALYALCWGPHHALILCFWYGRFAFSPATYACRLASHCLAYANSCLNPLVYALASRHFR
An asterisk follows results filed as active; & = joins results of further samples. These rows are one share of the data, so the mix of outcomes need not match the whole.

CHRM4 PAM | GalR3 antag | Compound
2 | -7 | Cc1ccc(C)c(CC(=O)N2CCCC(c3cc(C(=O)NCc4cccnc4)no3)C2)c1 (stereo unspecified)
2 | -7 | O=c1oc(=S)oc2c1[C@H](c1ccc(Cl)cc1)O[C@H](C1CC1)C2
6 | -5 | Cc1ccc(-c2cnc(C(O)c3ccc(C)cc3)[nH]2)cc1 (stereo unspecified)
-5 | -1 | Cc1cc2c(cc1C)-c1nnnn1C(N1CCC(Cc3ccccc3)CC1)C(=O)N2 (stereo unspecified)
-3 | -5 | COC(=O)[C@@]12C[C@@H](CC(=O)N3CCN(C(=O)c4ccco4)CC3)C(=O)N(Cc3ccc4c(c3)OCO4)C1=CCC(C)(C)C2
-1 | -1 | Cn1nc(C(C)(C)C)cc1C(=O)N1CCCCC1c1cc(C(=O)Nc2cccc(C#N)c2)no1 (stereo unspecified)
-1 | -7 | C#CCN1CCc2onc(-c3ccccc3OC)c2C1=O
13 | -7 | CC1(c2nnnn2-c2ccc3c(c2)OCCO3)CCC(=O)N1C1CC1 (stereo unspecified)
10 | -3 | CC1(C(=O)NCC2CC2)CCN1C(=O)C/C=C/c1ccccc1 (stereo unspecified)
5 | -7 | Cc1ccc(S(=O)(=O)NC(=O)C2(C)CCN2C(=O)CC2CCCC2)nc1 (stereo unspecified)

Single records (already shown). Order of values: CHRM4 PAM, GalR3 antag
Profile of Cc1cc2c(cc1C)-c1nnnn1C(N1CCC(Cc3ccccc3)CC1)C(=O)N2 (stereo unspecified) : -5, -1
Profile of CC1(C(=O)NCC2CC2)CCN1C(=O)C/C=C/c1ccccc1 (stereo unspecified) : 10, -3
Profile of CC1(c2nnnn2-c2ccc3c(c2)OCCO3)CCC(=O)N1C1CC1 (stereo unspecified) : 13, -7
Profile of COC(=O)[C@@]12C[C@@H](CC(=O)N3CCN(C(=O)c4ccco4)CC3)C(=O)N(Cc3ccc4c(c3)OCO4)C1=CCC(C)(C)C2 : -3, -5
Profile of Cc1ccc(S(=O)(=O)NC(=O)C2(C)CCN2C(=O)CC2CCCC2)nc1 (stereo unspecified) : 5, -7

Later entries.
CHRM4 PAM | GalR3 antag | Compound
7 | -5 | CCOC(=O)[C@]12CCC=C1N(Cc1ccccc1)C(=O)[C@H](CC(=O)N1CCCCC1)C2
3 | -8 | COc1ccc(C(C)(O)c2nc(-c3ccccc3)cs2)cc1 (stereo unspecified)
-1 | -5 | COc1ccccc1Cc1c(-c2ccc(OC)c(OC)c2)nc2ccc(Cl)cn12
-1 | -7 | O=C(c1ccco1)N1CCN(C2CN(C3CCCCC3)S(=O)(=O)C2)CC1 (stereo unspecified)
-8 | -3 | CC(C)(C)c1ccc(CC(=O)N2CCC2(C)C(=O)Nc2cccc3c2CCCC3)cc1 (stereo unspecified)
3 | -6 | Cc1ccc(C(O)c2ncc(-c3ccccc3Cl)[nH]2)c(C)c1 (stereo unspecified)
-4 | -10 | COC1=CC(=O)c2nc(Cl)ccc2C1=O
3 | -3 | O=C(Nc1cccc2ccccc12)c1csc([C@@H]2O[C@H](CO)[C@@H](O)[C@H]2O)n1
8 | -3 | O=C(NC1CCCCC1)C1c2ccccc2OCC(=O)N1Cc1ccco1 (stereo unspecified)
3 | -2 | CCCNC(=O)C1(C)CCCN(Cc2ccccc2C#N)C1 (stereo unspecified)

(listing goes on)
CHRM4 PAM | GalR3 antag | Compound
8 | -6 | Cn1ccc2c(-c3cccnc3)cc3c(c21)C1CCC3O1 (stereo unspecified)
-15 | -5 | CCc1nc2ccc(C(=O)NCCN3CCCC3)cn2c1N(C)Cc1ccc(OC)cc1
3 | 1 | NC(CCc1ccccc1)c1csc(Nc2ccc(C(=O)c3ccccc3)cc2)n1 (stereo unspecified)
11 | -4 | O=C(/C=C/[C@H]1O[C@@H](n2ccc(=O)[nH]c2=O)[C@H](O)[C@@H]1O)N1CCN(Cc2ccc(F)cc2)CC1
-3 | -4 | Cc1cc(C)cc(C(O)c2ncc(-c3ccccc3C)[nH]2)c1 (stereo unspecified)
7 | -6 | C=Cc1ccc(CC2(C)C(=O)Nc3ccc(Cl)cc32)cc1 (stereo unspecified)
-1 | -3 | CC1(C(=O)NCC2CCCCC2)CCN1CCc1ccccc1 (stereo unspecified)
4 | -6 | COc1cccc(NC(=O)C2(C)CCN2C(C)C)c1OC (stereo unspecified)
-4 | -7 | Cc1ccccc1-c1cnc(C(O)c2c(C)ccc3ccccc23)[nH]1 (stereo unspecified)
10 | -5 | CCc1nc2c(OCc3ccc(Cl)cc3)cccn2c1N(C)C(=O)c1ccco1

Additional entries.
CHRM4 PAM | GalR3 antag | Compound
5 | -2 | Cc1cccc(C(=O)N2CCC(=O)N([C@H](COCc3ccccc3)Cc3ccccc3)CC2)c1
6 | -4 | O=C(C1=NOC2(C1)C(=O)Nc1ccccc12)N1CCOCC1 (stereo unspecified)
2 | -7 | O=c1[nH][nH]c2c1[C@@H](c1ccc(F)cc1)O[C@H](C1CCCCC1)C2
-5 | 2 | CC(=O)C(=Cc1ccc(-c2ccccc2)cc1)C(=O)c1ccccc1
4 | -5&-5 | COC(=O)C(C(=O)OC)c1ccccc1NS(=O)(=O)c1c(C)cc(C)cc1C
-10 | -3 | COc1ccc(-c2nc3cc(C)c(Br)c(C)n3c2Cc2cccc(F)c2)cc1OC
-2 | 3 | CC1(C(=O)Nc2ccc(Cl)c(Cl)c2)CCN1C(=O)CCC1CCCC1 (stereo unspecified)
3 | -6 | O=C1CCCC[C@@H](O)[C@H](O)C[C@H](c2ccccc2)O1
6 | 3 | O=C(NCc1ccccc1F)Nc1nnc([C@H]2C[C@H](O)[C@@H](CO)O2)s1
6 | -4 | COc1ccc(CN2C[C@@H](CO)O[C@@H](n3cnc4c(N5CCN(CCO)CC5)ncnc43)C2)cc1

(further entries)
CHRM4 PAM | GalR3 antag | Compound
1 | -8 | CN1CCN(c2ccc(-c3cc(NC=O)c4ncc(-c5ccccc5)n4c3)cc2)CC1
-1 | -7 | Cc1cccc(C)c1NC(=O)C(c1ccccc1OC(F)(F)F)N1CCN(C)CC1 (stereo unspecified)
3 | -9 | COc1ccc(Cl)cc1CC1(C)C(=O)Nc2ccc(S(=O)(=O)NC3CCCCC3)cc21 (stereo unspecified)
-4 | -5 | COc1ccc(C(O)c2nc(-c3ccncc3)cs2)cc1 (stereo unspecified)
0 | -4 | CC(C)C(=O)N1CCC1(C)C(=O)Nc1ccc(-n2cncn2)cc1 (stereo unspecified)
0 | -5 | CCN(CC)C(=O)c1ccc(Cc2cn(C)c3ccccc23)nc1
-7 | 1 | CC(C)Oc1ccc(CN2CCC2(C)C(=O)Nc2cccc3cccnc23)cc1 (stereo unspecified)
3 | -7 | COC(=O)c1ccc2nc(-c3ccc(C)cc3)c(Cc3ccc(C)cc3)n2c1
5 | -7 | Cn1c(=O)c2c(-c3ccccc3)n(-c3ccc(N)cc3)cc2n(C)c1=O
-11 | -2 | CCc1nc2ccc(C(=O)NCc3ccc4c(c3)OCO4)cn2c1N(C)Cc1ccc(OC)cc1

Continuation:
CHRM4 PAM | GalR3 antag | Compound
-6 | 5 | CC1(C(=O)NCc2ccccc2)Cc2c(-c3cccc(C(F)(F)F)c3)ccnc2O1 (stereo unspecified)
17 | -6 | CCOC1=C2[C@@H](CN(S(=O)(=O)c3ccc(C)cc3)[C@H]2c2cccs2)[C@H]2C(=O)N(c3ccccc3)C(=O)[C@H]2C1
-7 | -8 | Clc1ccccc1Nc1nc(NCC2CC2)nc2ccsc12
10 | -1 | O=c1[nH][nH]c2c1[C@H](c1ccc(Cl)cc1)O[C@H](C1CC1)C2
4 | -7 | O=NN(CCF)C(=O)NC1CCS(=O)(=O)CC1
7 | -4 | CC1(C(=O)NS(=O)(=O)c2cccc(Cl)c2)CCN1C(=O)COc1ccc(Cl)cc1 (stereo unspecified)
12 | -5 | COc1cccc(CNC(=O)[C@@H]2CCCN2C(=O)[C@H]2CCCCN2C(=O)c2ccc(Cl)cc2)c1
-2 | -8 | Cc1cccnc1C(NC(=O)C1CCN(CCOc2ccc(F)cc2)CC1)c1ccc(F)cc1 (stereo unspecified)
13 | -4 | Cc1ccc(Cc2c(-c3cccc(Cl)c3)nc3ccc(Br)cn23)cc1
-3 | -4 | CC(=O)C[C@@H]1OC[C@H](Cc2ccccc2)N1S(=O)(=O)c1ccc(C)cc1

Another view of part of the listing above:
SMILES: O=c1[nH][nH]c2c1[C@H](c1ccc(Cl)cc1)O[C@H](C1CC1)C2
  CHRM4 PAM = 10
  GalR3 antag = -1

SMILES: O=NN(CCF)C(=O)NC1CCS(=O)(=O)CC1
  CHRM4 PAM = 4
  GalR3 antag = -7

SMILES: CC1(C(=O)NS(=O)(=O)c2cccc(Cl)c2)CCN1C(=O)COc1ccc(Cl)cc1 (stereo unspecified)
  CHRM4 PAM = 7
  GalR3 antag = -4

SMILES: COc1cccc(CNC(=O)[C@@H]2CCCN2C(=O)[C@H]2CCCCN2C(=O)c2ccc(Cl)cc2)c1
  CHRM4 PAM = 12
  GalR3 antag = -5

Other records
CHRM4 PAM | GalR3 antag | Compound
-4 | 1 | C#CCNC(=O)C[C@@H]1C[C@@]2(C(=O)OC)CCCCC=C2N(CCc2ccc(OC)c(OC)c2)C1=O
-8 | -4 | COC(=O)C1(C(=O)OC)C[C@H](c2ccccc2)N(Cc2ccccc2OC)[C@@H]1c1ccccc1
-7 | -5 | OCCOC1CCCc2oc(-c3ccccc3)c(C#CC3(O)CCCCC3)c21 (stereo unspecified)
0 | -8 | CN(C)c1ccc(-c2ccnc3c2CC(C)(C(=O)Nc2cccc(Oc4ccccc4)c2)O3)cc1 (stereo unspecified)
-2 | -8 | CC1(C(=O)NS(=O)(=O)c2ccc(C#N)cc2)CCN1C(=O)Cc1ccsc1 (stereo unspecified)
-3 | -10 | CCCCc1c(-c2ccccc2OC)ncn1CCc1cccc(F)c1
11 | 2 | COc1ccc(CN2C[C@@H](CO)O[C@@H](n3cnc4c(N5CCOCC5)ncnc43)C2)cc1
-6 | -5 | CCOC(=O)[C@]12CCCC=C1N(CCc1ccc(OC)c(OC)c1)C(=O)[C@H](CC(=O)NCCCCc1ccccc1)C2
4 | -6 | CCCNC(=O)c1cc2c(c(-c3cccc(-c4ccccc4F)c3)n1)[C@@H](CCO)N(C(=O)CC1CC1)C2
1 | -9 | COc1ccc(C2=Nc3ccccc3N(C(=O)c3ccc(C(F)(F)F)cc3)C2C(=O)Nc2c(C)cccc2C)cc1 (stereo unspecified)

Going on with the list.
CHRM4 PAM | GalR3 antag | Compound
4 | -4 | CCc1cnc(Nc2nc(C(N)Cc3ccc(Cl)cc3)cs2)nc1 (stereo unspecified)
5 | -5 | CC(C)c1ccc(NC(=O)C2(C)Cc3c(-c4ccc(C(N)=O)cc4)ccnc3O2)cc1 (stereo unspecified)
2 | -7 | CC(C)N(C)c1ncnc2c1ncn2[C@H]1CN(Cc2ccncc2)C[C@@H](CO)O1
8 | -4 | CNc1cncc(-c2cccnc2)n1
7 | -4 | Cc1c(C(=O)N2CCCC(C)(C(=O)NS(=O)(=O)C3CC3)C2)oc2ccccc12 (stereo unspecified)
5 | -2 | COc1ccc(F)cc1-c1cc(C(=O)N2CCc3ccccc3C2)[nH]n1
8 | -7 | CCCS(=O)(=O)NC(=O)C1(C)CCN(C(=O)c2c(C)noc2C)C1 (stereo unspecified)
18* | 4 | CNC(C)C(=O)NC(C(=O)NC(C)C(=O)Nc1cccc2ccccc12)C(C)C (stereo unspecified)
0 | -1 | COc1ccc2c(CN3CCN(c4ccccc4F)CC3)cc(=O)oc2c1
12 | -4 | CCCCCNC(=O)C(c1ccccc1)n1c(=O)c(-c2cc3ccccc3[nH]2)nc2ccccc21 (stereo unspecified)

(next part)
CHRM4 PAM | GalR3 antag | Compound
4 | 0 | Cc1nc(C(F)(F)F)ccc1C(=O)N1CCCC1(C)C(=O)NCC(C)C (stereo unspecified)
2 | -6 | NC(=O)c1cccc(-c2coc3c(C(=O)NCc4cccnc4)cccc23)c1
-3 | 2 | CC(=O)Nc1cnc(-c2ccc3c(c2)OCO3)cn1
-13 | -4 | CC(C)(C)S(=O)N1Cc2cc(C(=O)NCCCN3CCOCC3)nc(-c3cccc(-c4cc5ccccc5o4)c3)c2[C@@H]1CCO (stereo partly specified)
16 | -8 | O=C1CCCC[C@@H](CO)[C@H](O)C[C@H](c2ccccc2)O1
11 | -4 | CCOC(=O)[C@]12CCCC=C1N(Cc1ccc3c(c1)OCO3)C(=O)[C@H](CC(=O)N1CCOCC1)C2
8 | -4 | OC(c1ccc(F)c(F)c1)c1ncc(-c2cccc(C(F)(F)F)c2)[nH]1 (stereo unspecified)
-4 | -5 | CC1(C(=O)NCC2CC2)CCN1C(=O)C1(c2ccccc2)CC1 (stereo unspecified)
8 | -4 | COc1ccc(CN2C(=O)c3ccccc3C2c2nnnn2C(C)C)cc1OC (stereo unspecified)
6 | -6 | COc1cc(C(O)c2nc(-c3ccccc3)cs2)ccc1F (stereo unspecified)

Going on with the list:
CHRM4 PAM | GalR3 antag | Compound
9 | -7 | CC1(C(=O)NS(=O)(=O)c2ccc(Br)cc2)CCN1C(=O)Cc1cccs1 (stereo unspecified)
0 | -1 | Cc1c(C(=O)NCc2ccccc2)sc(=O)n1Cc1ccccc1F
1 | -6 | CCc1ccc(OC2(C)CCN(CCOc3ccc(C)cc3)C2)cc1 (stereo unspecified)
-3 | -5 | O=C(c1ccccc1)c1sc(Nc2ccc3c(c2)OCO3)nc1-c1ccccc1
13 | -4 | CC(C)c1cccc(-c2csc(C(O)c3ccc(F)cc3)n2)c1 (stereo unspecified)
6 | -6 | COCCN1C(=O)CN(S(C)(=O)=O)CC1(C)C(=O)Nc1c(C)cccc1C (stereo unspecified)
1 | -5 | CCCCn1nnnc1C(c1ccccc1)N1CCN(C)CC1 (stereo unspecified)
-3 | 9 | Cc1ccc(NC(=O)c2cc(-c3cc(Cl)ccc3C)n[nH]2)cc1NS(C)(=O)=O
-3 | -5 | Cc1cc(F)ccc1-c1cc(C(=O)Nc2ccccc2)[nH]n1
-2 | -8 | C=C(C)Cn1c2ccc(NC(=O)NCC)cc2c(=O)n1C

Source: PubChem BioAssay (The Scripps Research Institute Molecular Screening Center)
